Bioassay records: PubChem, National Center for Advancing Translational Sciences (NCATS)
TrxR1 inh = blocks rat thioredoxin reductase 1; O89049; recombinant rTrxR1, NADPH fluorescence consumption, selenite substrate; Potency, µM (doses to about 114 µM), for the others: top-dose activity change, negative = inhibition, hits mostly inhibitors; 390,000 compounds, 1% hits; AID 588453; note: % is set by controls: 0 for no effect and ±100 for the full control effect; nearly all actives have a fitted effect of over 65% in size
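Rat TrxR1 (90 nM in the dispensed reagent) was pre-reduced with 400 uM NADPH for 5 min at room temperature, then incubated with compound for 15 min. After 400 uM selenite was added, NADPH fluorescence (Ex 340/Em 450 nm) was followed for 8 min.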
Pin1 inh = human Pin1 inhibition; Q13526; Pin1 FP peptide displacement, HiFluor488, 10 min; Potency, µM (highest dose often 115 µM), inactives show at the top dose activity, negative = inhibition, hits mostly inhibitors; 390,000 compounds, 0.009% hits; AID 504891; active = well fitted inhibition curve with a large enough effect in the polarisation, with a control signal flat, not every such curve was filed as active; inconclusive = small, poorly fitted or top-dose-only effect, or effect the other way, or a change in a side signal; inactive = no such curve, though single readings can be large or run the other way; the % refers to the polarisation; note: % is set by controls: 0 for no effect and ±100 for the full control effect
HP1b chromo inh = inhibitors of HP1-beta chromodomain binding to methylated histone tails; AlphaScreen HP1-beta / biotin-H3K9me3 peptide binding; P83916; Potency, µM (highest dose often 114 µM), for inactives: at the highest dose activity change, negative = inhibition, hits mostly inhibitors; 390,000 compounds, 0.56% hits; note: nearly all actives have a fitted effect of over 70% in size; inactives centre near 23
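AlphaScreen: HP1-beta (50 nM) preformed 30 min with biotin-H3(1-18)K9me3 peptide (50 nM) in PBS pH 7.4, 0.01% Tween-20. Compound added for 30 min at RT, then streptavidin donor/nickel chelate acceptor beads (10 ug/mL) for 30 min.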
GLS inhibitor = blocks human kidney-isoform glutaminase activity; Potency, µM (series often up to 45.5 µM), without a hit: at the top dose activity change, negative = inhibition, actives largely listed as inhibitors; GLS enzymatic activity, qHTS titration; 410,000 compounds, 0.21% hits; note: % is set by controls: 0 for no effect and ±100 for the full control effect
Target sequence (O94925 whole entry, looked up, canonical isoform): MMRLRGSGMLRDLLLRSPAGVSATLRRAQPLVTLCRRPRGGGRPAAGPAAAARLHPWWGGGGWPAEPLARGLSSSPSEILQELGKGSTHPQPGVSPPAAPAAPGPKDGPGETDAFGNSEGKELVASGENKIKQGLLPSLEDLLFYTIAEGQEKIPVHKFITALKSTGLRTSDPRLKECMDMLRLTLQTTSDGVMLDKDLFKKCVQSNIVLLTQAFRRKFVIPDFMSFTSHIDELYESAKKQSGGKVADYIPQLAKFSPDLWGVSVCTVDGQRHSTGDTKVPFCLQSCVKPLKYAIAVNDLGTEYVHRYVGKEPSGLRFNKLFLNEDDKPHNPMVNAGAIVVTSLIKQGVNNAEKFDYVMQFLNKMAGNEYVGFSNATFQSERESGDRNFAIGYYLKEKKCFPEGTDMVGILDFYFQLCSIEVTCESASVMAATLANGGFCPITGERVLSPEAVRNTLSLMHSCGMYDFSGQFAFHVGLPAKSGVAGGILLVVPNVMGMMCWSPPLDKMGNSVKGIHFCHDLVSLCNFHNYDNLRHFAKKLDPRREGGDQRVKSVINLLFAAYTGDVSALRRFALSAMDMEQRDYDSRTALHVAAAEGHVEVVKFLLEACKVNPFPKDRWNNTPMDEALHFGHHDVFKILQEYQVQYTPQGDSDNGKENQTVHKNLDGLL
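Glutamate formation by hKGA was monitored fluorometrically using coupled glutamate oxidase, HRP and Amplex Red. Substrate was added as 1 mM L-glutamine solution; incubation was 30 min at RT after an initial read.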
RGS4 inh = human RGS4 inhibition. 390,000 compounds, 0.039% hits. Transcreener GDP fluorescence polarization, RGS4-accelerated GTP hydrolysis. Potency, µM (series often up to 114 µM), without a hit: top-dose activity change, negative = inhibition, actives largely listed as inhibitors. AID 504845. P49798; note: % is set by controls: 0 for no effect and ±100 for the full control effect; nearly all actives have a fitted effect of over 75% in size; some results filed as inactive show a strong effect at the top dose
Target sequence (P49798 whole entry, looked up): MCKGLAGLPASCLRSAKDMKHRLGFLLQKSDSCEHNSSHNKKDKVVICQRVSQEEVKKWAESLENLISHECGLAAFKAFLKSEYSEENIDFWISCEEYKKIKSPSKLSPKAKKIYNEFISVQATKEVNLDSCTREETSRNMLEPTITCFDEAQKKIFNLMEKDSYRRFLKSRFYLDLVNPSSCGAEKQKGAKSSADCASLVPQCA
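MLSMR compounds (23 nl, pin-transferred) preincubated 10 min at room temperature with a 500nM (2x) first reagent, then RGS4 at 900nM (2x) plus Transcreener GDP mix added; fluorescence polarization (620/688 nm) read before and after 90 min at 30 °C.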
ERG-DNA inh = ERG Ets/DNA interaction inhibition; AID 624246; Potency, µM (doses to about 76.9 µM), for inactives: at the top dose FP activity, negative = inhibition, actives largely listed as inhibitors; 370,000 compounds, 0.028% hits; fluorescence polarization, His-ERG Ets domain / labelled DNA; P11308; active = well fitted inhibition curve with a large enough effect in the polarisation, with a control signal flat; inconclusive = small, poorly fitted or top-dose-only effect, or effect the other way, or a change in a side signal; inactive = no such curve, though single readings can be large or run the other way; the % refers to the polarisation;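 note: polarization taken with two DNA probes labelled with fluorescein and Texas red; % of control where 0% means no effect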
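His-tagged ERG Ets domain (1 uM in the protein solution; 300mM KCl, 50mM Tris-HCl, 1mM EDTA, 1mM DTT, pH 7.5) received compound, then a probe mix of 5 nM fluorescein-DNA and 100nM Texas-615-DNA. Fluorescence polarization was read for both dyes.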
Tb PGK inh = T. brucei PGK inhibition | P07378 | PGK/GAPDH coupled, Kinase-Glo luminescence, 60 min | Potency, µM (titrated, usually from 57.5 µM), for the others: top-dose activity change, negative = inhibition, most hits filed as inhibitors | 380,000 compounds, 0.043% hits; note: % is set by controls: 0 for no effect and ±100 for the full control effect; nearly all actives have a fitted effect of over 60% in size
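Luminescent ATP detection (Kinase-Glo Plus) follows a 60-minute room-temperature incubation, with wells lacking PGK as controls. Buffer: 100 mM TEA (pH 7.6), 5 mM MgCl2, 0.01% Tween-20. Coupling enzyme GAPDH (100 nM final) supplies unstable 1,3-BPG in-well.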
12-LOX inh = ALOX12 (human) lipoxygenase inhibition. purified 12hLO, xylenol orange hydroperoxide absorbance. P18054. Potency, µM (doses to about 108 µM), for inactives: at the top dose activity change, negative = inhibition, usual class: inhibitors. 580,000 compounds, 1.1% hits; note: % is set by controls: 0 for no effect and ±100 for the full control effect
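Hydroperoxide product was detected by ferrous iron/xylenol orange as the 573 to 405 nm absorbance ratio. Arachidonic acid at 40 uM (final) was turned over for 30 min at room temperature by 150 nM human 12hLO, pH 7.0 Hepes buffer, after 15 min compound preincubation.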
JMJD2A Tudor inh = inhibitors of human JMJD2A Tudor domain; O75164; AlphaScreen JMJD2A-Tudor / H3K4me3 peptide binding; Potency, µM (titrated, usually from 114 µM), for inactives: at the top dose activity change, negative = inhibition, most hits filed as inhibitors; 390,000 compounds, 4.4% hits; note: % is set by controls: 0 for no effect and ±100 for the full control effect; nearly all actives have a fitted effect of over 50% in size
The depositor's hits bear a star; i = inactive; ? = inconclusive; · = no result given; & = joins results of further samples; [ ] = remark or other dose. Unless noted, calls come from the whole dose curve; as a rule, active = well fitted curve in the direction sought with a large enough effect; inconclusive = small, poorly fitted or top-dose-only effect, or another doubt; inactive = no such curve, though single readings can be large; an effect the other way counts as inactive or inconclusive. Potency is the fitted concentration of half-maximal effect. Only part of the results is shown; rates above refer to the full screens.

canonical_smiles,TrxR1 inh,Pin1 inh,HP1b chromo inh,GLS inhibitor,RGS4 inh,ERG-DNA inh,Tb PGK inh,12-LOX inh,JMJD2A Tudor inh
CCCC1=Nc2cc(C(=O)NCCCN3CCN(C)CC3)ccc2Sc2ccccc21,-2%,0%,16%,2%,-4%,9%,-13%,-3%,-31%
Cc1ccc(C(=O)N2CCN(c3ncnc4c(C)csc34)CC2)cc1,29%[11.4 µM],-4%,10%,5%,-13%,7%,i,425%[activator],-17%
CCc1c(C)sc(NC(=O)c2cc(-c3cccc(Cl)c3)on2)c1C#N,?,0%,-11%,5%,?,-2%,-3%,-18%,-11%
O=C(c1ccc(S(=O)(=O)N2CCCCC2)cc1)N1CCCc2ccccc21,16%[57.1 µM],5%,22%,0%,-9%,-1%,-4%,-6%,-28%
O=[N+]([O-])c1ccc(Cl)c(/C=N/n2c(-c3ccncc3)n[nH]c2=S)c1,5%[57.1 µM],0%,14%,8%,-23%,9%,i,?,3.2µM*
COc1ccc(N2CCN(S(=O)(=O)c3c(C)[nH]c(C)c3C(=O)N3CCCCC3)CC2)cc1,11%,1%,20%,32%,21%[11.4 µM],0%,6%,0%,-22%
COc1ccc(CN(Cc2cccnc2)S(=O)(=O)c2ccc(-n3cnnn3)c(OC)c2)cc1,12%,6%,19%,-3%,-1%,-7%,3%,16%,-20%
Cc1ccc(CNC(=O)c2cccc3c2C(=O)c2ccc(N4CCOCC4)cc2S3(=O)=O)cc1,5%,54%[activator],63%[activator],?,-31%,7%,8%,8%,-5%
COC(=O)c1nn(-c2ccccc2)c(Sc2ccc(Cl)cc2)c1/C=N/O,-5%,-2%,11%,3%,-22%,-4%,-4%,?,-8%
CCN(CC)CCCNC(=O)Cn1ncn2cccc2c1=O,12%[57.1 µM],3%,22%,3%,7%,4%,0%,-23%,-16%
CCC1(C)Cc2c(sc3nc(SC)[nH]c(=O)c23)CO1 (configuration not stated),24%,-4%,11%,8%,0%,9%,5%,-6%,-8%
N=C1SCC(=O)N1c1ncc(Cc2ccccc2Cl)s1,15%,7%,-3%,0%,2%,-3%,i,3%,-16%
O=C(O)CCC(=O)Nc1nc2nccc(-c3ccccc3)n2n1,0%,-1%,40%[activator],1%,4%,6%,-8%,17%,-32%
Cc1ccc(S(=O)(=O)Nc2ccccc2C(N)=O)cc1,-17%,6%,28%,1%,6%,3%,4%,-9%,-24%
O=C(N/N=C/c1ccc(Br)cc1)c1cc[n+](Cc2ccccc2)cc1,16%[57.1 µM],0%,19%,-8%,-13%,-8%,0%,-18%,-24%
COc1ccc(N2CCN(C(=O)c3ccccc3Br)CC2)c([N+](=O)[O-])c1,21%,-3%,-22%,2%,10%,6%,i,6%,?
CC(C)Cn1c(N)c(C(=O)COC(=O)c2ccncc2)c(=O)n(C)c1=O,20%[57.1 µM],4%,17%,3%,-17%,-1%,-5%,0%,1%
COC(=O)[C@H](Cc1ccccc1)NC(=O)NCCc1ccc(OC)cc1,17%[57.1 µM],10%,39%[activator],6%,1%,1%,i,0%,3%
CCCSc1nc2c(c(=O)[nH]c(=O)n2C)n1C,-3%,1%,-8%,-19%,10%[11.4 µM],1%,-9%,0%[57.4 µM],-8%[11.4 µM]
CCCCCCn1nc(C(=O)OCC(=O)NC2CCS(=O)(=O)C2)c2ccccc2c1=O (configuration not stated),27%[57.1 µM],-6%,54%[activator],-13%,-29%,13%,-3%,6%,-13%
O=C(c1cccnc1)N1CCN(C(=O)c2ccccc2F)CC1,25%[57.1 µM],4%,10%,1%,-10%,5%,i,0%,-3%
Cc1ccc(S(=O)(=O)/C(C#N)=C/c2c(N3CCOCC3)nc3c(C)cccn3c2=O)cc1,7%[57.1 µM],?,10%,-9%,-15%,32%[activator],-8%,?,-11%
O=C(CSc1nc2[nH]ncc2c(=O)[nH]1)Nc1cccc(Cl)c1,4%[57.1 µM],-1%,37%,-3%,-17%,-4%,i,-11%,-1%
COC(=O)c1cccc(NC(=O)c2ccccc2)c1,41%,-4%,57%[activator],1%,16%,6%,-4%,i,0%
COc1ccc(/C=C/C(=O)Nc2ccccc2C(F)(F)F)cc1OC,-7%[57.1 µM],3%,83%[activator],1%,-24%,0%,i,-8%,1%
CCOC(=O)N1CCN(Cc2nnc(-c3cccc(Br)c3)o2)CC1,5%,-8%,29%,13%,8%,-7%,-2%,0%,-12%
C=CCNC(N)=S,-7%,-3%,56%[activator],2%&1%,-2%,4%,3%,377%[activator],-4%
O=C(Cc1cc(=O)oc2cc(O)ccc12)NC(Cc1ccc(Cl)cc1)C(=O)O (configuration not stated),?,-10%,9%,19%,-43%[56.9 µM],2%,i,6%,?
COc1cc(/C=C(\NC(C)=O)C(=O)O)cc(OC)c1OC,8%,1%,41%[activator],3%,-6%,15%,-5%,45%,-17%
CCN(CC)S(=O)(=O)c1ccc(N2CCOCC2)c(NC(=O)C(C)(C)C)c1,28%,0%,20%,1%,-17%,10%,i,2%,-14%
O=C(O)CSCC(=O)N1CCN(c2ccnc3cc(Cl)ccc23)CC1,5%,-7%,51%[activator],-2%,-21%,-3%,i,·,0%
OCC[C@H]1C[C@@H](O)[C@H](O)[C@@]2(CCc3ccccc3O2)O1,1%,1%,24%,-1%,-2%,2%,-7%,-5%,-19%
Cn1nnnc1SCc1ccc(C(=O)Nc2ccccc2F)cc1,6%,-8%,23%,7%,-13%,-4%,1%,0%,10%
O=C1CCSc2cccc3cccc(c23)N1,30%,-13%,5%,-3%,3%,·,-7%,-2%[57.4 µM],-8%
Cc1cc(C)c(C#N)c(Sc2ccccc2N)n1,0%,-5%,42%[activator],-4%,-15%,9%,i,-25%,-14%
CCCC(=O)NCn1nnc(-c2ccc(Cl)cc2)n1,12%[57.1 µM],16%,23%,-4%,8%,2%,-6%,-18%,-2%

Structures listed above that bear a hit mark in JMJD2A Tudor inh.
canonical_smiles,TrxR1 inh,Pin1 inh,HP1b chromo inh,GLS inhibitor,RGS4 inh,ERG-DNA inh,Tb PGK inh,12-LOX inh,JMJD2A Tudor inh
O=[N+]([O-])c1ccc(Cl)c(/C=N/n2c(-c3ccncc3)n[nH]c2=S)c1,5%[57.1 µM],0%,14%,8%,-23%,9%,i,?,3.2µM*

As entered above:
O=C1CCSc2cccc3cccc(c23)N1 in Tb PGK inh → -7%
C=CCNC(N)=S in 12-LOX inh → 377%[activator]
OCC[C@H]1C[C@@H](O)[C@H](O)[C@@]2(CCc3ccccc3O2)O1 in HP1b chromo inh → 24%
O=C(Cc1cc(=O)oc2cc(O)ccc12)NC(Cc1ccc(Cl)cc1)C(=O)O (configuration not stated) in RGS4 inh → -43%[56.9 µM]
Cc1cc(C)c(C#N)c(Sc2ccccc2N)n1 in Pin1 inh → -5%

Next section
canonical_smiles,TrxR1 inh,Pin1 inh,HP1b chromo inh,GLS inhibitor,RGS4 inh,ERG-DNA inh,Tb PGK inh,12-LOX inh,JMJD2A Tudor inh
Cn1c(SCC(=O)OCC(=O)c2ccccc2)nnc1-c1cccs1,9%,-11%,33%,-1%,-4%,2%,-8%,0%,-3%
C=C(Br)Cn1c(CCC)nc2ccccc21,-13%,-3%,38%,2%,1%,-6%,0%,429%[activator],-11%
O=C(Nc1nccs1)c1ccc(-c2ccc(Cl)cc2Cl)o1,1%[57.1 µM],2%,27%,4%,18%,3%,-5%,24%&-7%,1%
O=C(O)COc1ccc(C(=O)Cc2ccc3c(c2)OCCCO3)c(O)c1,0%,-6%,24%,1%,4%,·,·,-29%[57.4 µM],-13%
C=CCOC(=O)C1=C(C)N=C2SCCC(=O)N2C1c1ccc(OC(=O)c2ccco2)cc1 (configuration not stated),-14%,1%,22%,·,-42%,-8%,-3%,0%,-36%
